Screens as filed in PubChem BioAssay.
AT treatment: candidate therapy for ataxia-telangiectasia. 320,000 tested, 0.19% active. Potency, µM (series often up to 57.5 µM), for the others: at the highest dose activation, actives largely listed as activators. […] A-T fibroblasts, KAP-1 phosphorylation AlphaLISA; neocarzinostatin DNA damage 30 min before lysis; also: potency is read from the fitted curve at half-maximal effect; % of control where 0% means no effect; nearly all actives have a fitted effect of over 45% in size
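ATM-like activity read as KAP-1 phosphorylation via AlphaLISA donor/acceptor antibody pairs after lysis and 6 hr at 25C. Cells were ATM-null patient fibroblasts ([…], hTERT), dosed 60 min, then exposed to the DSB inducer NCS for 30 min.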
CXXC DNA block: blocks binding of human MLL CXXC domain to DNA | MLL-CXXC / FITC-HOXA9 DNA fluorescence polarization | Potency, µM (titrated, usually from 115 µM), without a hit: at the top dose activity change, negative = inhibition, actives largely listed as inhibitors | 290,000 tested, 0.037% active; active = well fitted inhibition curve with a large enough effect in the polarisation, with a control signal flat, not every such curve was filed as active; inconclusive = small, poorly fitted or top-dose-only effect, or effect the other way, or a change in a side signal; inactive = no such curve, though single readings can be large or run the other way; the % refers to the polarisation; also: potency is read from the fitted curve at half-maximal effect
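Purified MLL-CXXC (added from a 7 uM solution) was preincubated 5 min at ambient with pinned compounds in 50 mM Tris-HCl pH 7.5, 50 mM NaCl, 1 mM DTT, 0.05% BSA. Fluorescein-labeled HOX-A9 DNA (50 nM solution) followed, 30 min, then polarization read.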
TCR act: activators of T cell receptors. 330,000 tested, under 10 active. primary human leukocytes, anti-CD3, IL-2 HTRF, 48 h. Potency, µM (series often up to 9.22 µM), inactives show at the highest dose activation of IL-2 secretion, usual class: activators; also: % of control where 0% means no effect
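Activity was scored as IL-2 release from primary human leukocytes given only a TCR signal (a-CD3 beads) plus compound for 48 hr. Detection used a two-antibody HTRF format read at 665nm.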
TSHR antag: blocks TSH signaling through the human TSH receptor | P16473 | TSHR-expressing cells, TSH-stimulated cAMP HTRF, 2 h; hits give low values | activity change, negative = inhibition, % at 11.5 µM | 330,000 tested, 0.2% active | AID 504810;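 active = activity change below a set negative limit, meaning inhibition stronger than a set level, cut at about -70% in these data; inconclusive = activity change between two set negative limits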; also: % is scaled to controls: 0 for no effect and ±100 for the full control effect
Target sequence (P16473 whole entry, looked up): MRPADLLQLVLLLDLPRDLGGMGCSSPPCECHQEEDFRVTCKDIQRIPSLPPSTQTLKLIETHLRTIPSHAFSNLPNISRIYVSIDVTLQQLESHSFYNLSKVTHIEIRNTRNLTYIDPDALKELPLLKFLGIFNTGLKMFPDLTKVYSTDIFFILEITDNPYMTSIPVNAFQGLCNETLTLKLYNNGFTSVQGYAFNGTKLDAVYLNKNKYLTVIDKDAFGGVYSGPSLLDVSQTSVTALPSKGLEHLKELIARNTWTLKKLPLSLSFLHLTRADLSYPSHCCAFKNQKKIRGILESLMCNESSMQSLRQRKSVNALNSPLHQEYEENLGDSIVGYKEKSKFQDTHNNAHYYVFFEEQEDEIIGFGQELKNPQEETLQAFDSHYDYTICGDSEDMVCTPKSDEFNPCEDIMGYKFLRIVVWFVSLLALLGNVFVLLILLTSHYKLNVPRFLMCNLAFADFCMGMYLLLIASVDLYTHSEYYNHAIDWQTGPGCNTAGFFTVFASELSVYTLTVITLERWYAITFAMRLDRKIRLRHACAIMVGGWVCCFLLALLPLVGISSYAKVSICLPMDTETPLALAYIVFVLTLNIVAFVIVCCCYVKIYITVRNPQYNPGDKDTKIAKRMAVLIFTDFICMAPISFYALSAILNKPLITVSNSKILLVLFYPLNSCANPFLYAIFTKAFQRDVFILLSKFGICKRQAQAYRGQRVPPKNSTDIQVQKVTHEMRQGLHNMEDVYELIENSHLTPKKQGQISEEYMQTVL
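Inhibition of cAMP made by TSHR-expressing cells under TSH stimulation (4nM final, EC80; 2 h, 37 deg C) is quantified with a one-step lysis HTRF kit, anti-cAMP cryptate versus cAMP-d2.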
MBNL1-CUG inh: blocks human MBNL1 binding to CUG repeat RNA | Q9NR56 | TR-FRET MBNL1-His/biotin-(CUG)12 binding, 665/545 ratio | Potency, µM (titrated, usually from 57.5 µM), for the others: at the highest dose activity change, negative = inhibition, hits mostly inhibitors | 280,000 tested, 0.036% active; active = well fitted inhibition curve with a large enough effect in the signal ratio, with a control signal flat, not every such curve was filed as active; inconclusive = small, poorly fitted or top-dose-only effect, or effect the other way, or a change in a side signal; inactive = no such curve, though single readings can be large or run the other way; the % refers to the signal ratio; also: potency is read from the fitted curve at half-maximal effect; % is scaled to controls: 0 for no effect and ±100 for the full control effect
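TR-FRET between His-tagged MBNL1 and biotin-(CUG)12 RNA, detected with Tb anti-His antibody (0.055 ng/ul) and streptavidin-XL665 (5 nM), 60 min at room temperature. Compounds titrated 92 nM to 58 uM; 665/545 nm ratio normalized to buffer and complex controls.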
TSG101-PTAP inh: blocks PTAP/TSG101 interaction to inhibit HIV-1 budding. Fluorescence polarization, FITC-PTAP peptide / Tsg101 binding. Potency, µM (titrated, usually from 115 µM), for inactives: at the highest dose activity change, negative = inhibition, most hits filed as inhibitors. AID 493005. 340,000 tested, under 10 active. Q99816; active = well fitted inhibition curve with a large enough effect in the main read-out, with a control signal flat, not every such curve was filed as active; inconclusive = small, poorly fitted or top-dose-only effect, or effect the other way, or a change in a side signal; inactive = no such curve, though single readings can be large or run the other way; also: potency is read from the fitted curve at half-maximal effect; % of control where 0% means no effect
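Steps: Tsg101 binding domain dispensed (10 uM final), compounds pinned in DMSO, FITC-labeled PTAP-motif peptide added (50 nM final); after 20 min binding at room temperature, polarization measured.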
Mito fusion act: inhibitors of mitochondrial division or activators of mitochondrial fusion | Potency, µM (doses to about 46.1 µM), for inactives: top-dose growth rescue (activation), actives largely listed as activators | S. cerevisiae fusion-defective mutant growth rescue, CellTiterGlo 48 h | 320,000 tested, 0.23% active;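 also: potency is read from the fitted curve at half-maximal effect; % of control where 0% means no effect; nearly all actives have a fitted effect of over 45% in size; temperature-sensitive fusion mutants such as fzo1-1 at 37 °C on non-fermentable ethanol glycerol medium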
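Read-out: ATP-based luminescence (CellTiterGlo, 10 min ambient) reporting growth of fusion-defective ts yeast after 48 hours at 37C on glycerol/ethanol YPEG medium in the presence of compound.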
Integrin act MD: activators of alpha7 integrin expression for muscular dystrophy; Potency, µM (top dose mostly 38.3 µM), for the others: at the highest dose activation, hits mostly activators; AID 624291; 350,000 tested, 0.064% active; alpha7betagal myoblasts, beta-gal FDG fluorescence, 48 h;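 also: potency is read from the fitted curve at half-maximal effect; 100% = response of the positive control SU9516; nearly all actives have a fitted effect of over 60% in size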
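alpha7betagal+/- myoblasts (passage 13, 250/well) treated 48 h at 37C with compounds at 1:260 dilution of DMSO stock. Lysed, then beta-galactosidase activity read as FDG fluorescence (ex 480/em 540) after 30 min, with pre-read for autofluorescence.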
Menin-MLL TR inh: inhibitors of human menin-MLL interaction, mutant MLL peptide. O00255. Menin + Texas Red MLL mutant peptide, fluorescence polarization. Potency, µM (highest dose often 61.6 µM), without a hit: top-dose FP activity change, negative = inhibition, most hits filed as inhibitors. 270,000 tested, 0.23% active. AID 1768; active = well fitted inhibition curve with a large enough effect in the polarisation, with a control signal flat, not every such curve was filed as active; inconclusive = small, poorly fitted or top-dose-only effect, or effect the other way, or a change in a side signal; inactive = no such curve, though single readings can be large or run the other way; the % refers to the polarisation; also: potency is read from the fitted curve at half-maximal effect; % of control where 0% means no effect; many of its hits are not listed in these tables
ASM inhibitor: human S-ASM enzyme inhibition | P17405 | placental ASM, HMU-PC fluorogenic substrate, 60 min | Potency, µM (series often up to 57.5 µM), without a hit: at the top dose activity change, negative = inhibition, hits mostly inhibitors | 340,000 tested, 0.006% active | AID 504937; also: potency is read from the fitted curve at half-maximal effect
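Human placenta-derived ASM enzyme was preincubated with compound for 10 minutes at room temperature, then given fluorogenic substrate HMU-PC0 (9 uM final) for 60 minutes at 37 °C; a pH 10 stop preceded fluorescence reading at Ex 386/Em 447 nm.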
* = called active by the depositor; ? = inconclusive; · = not tested or not shown; & = joins results of further samples; [ ] = dose if it differs, or a comment. Unless noted, calls follow the shape of the dose curve; as a rule, active = well fitted curve in the direction sought with a large enough effect; inconclusive = small, poorly fitted or top-dose-only effect, or another doubt; inactive = no such curve, though single readings can be large; an effect the other way counts as inactive or inconclusive. An excerpt; the hit share may differ from the screen's.

Screens in order: AT treatment	CXXC DNA block	TCR act	TSHR antag	MBNL1-CUG inh	TSG101-PTAP inh	Mito fusion act	Integrin act MD	Menin-MLL TR inh	ASM inhibitor
Cc1ccc2[nH]c(=O)c(CN(C(=O)c3cccc([N+](=O)[O-])c3)C(C)(C)C)cc2c1
    5%	?	3%	1	-5%	-3%	1%	17%	·	-5%
CC(=O)Nc1nc2ccccc2[nH]1
    1%	1%	-10%	-1	-1%	-5%	1%	-8%	18%	3%
Cc1ccc(CNC(=O)CS(=O)(=O)c2ccccc2)cc1
    1%	-8%	3%	19	-13%	5%	-4%	?	7%	0%
S=c1c2[nH]cnc2ncn1CCSc1ncnc2nc[nH]c12
    ·	·	-2%	·	·	-2%	·	18%	·	4%
O=C(Nc1ccccc1Cl)C1CCCN(S(=O)(=O)c2ccc(-n3cnnn3)cc2)C1 (centres undefined)
    1%	9%	-7%	-5	1%	-2%	-1%	41%	?	-1%
O=C(CS)Nc1ccc2ccccc2c1
    -2%	9%	-4%	-30	0%	1%	-11%	-39%	·	-2%
Cc1sc2ncn(CCC(=O)O)c(=O)c2c1C
    26%	-1%	-3%	6	-1%	-6%	2%	10%	0%	4%
COc1cc(SC)ccc1C(=O)Nc1ccccc1
    8%	8%	-1%	11	-8%	-2%	7%	0%	-1%	0%
COc1ccc(-n2nc(C(=O)NCC(=O)N3CCN(Cc4ccccc4)CC3)c3ccccc3c2=O)cc1
    1%	16%	9%	1	?	-7%	-2%	7%	-1%	3%
Cc1ccccc1-n1ncc2c1CC(C)(C)CC2NC(=O)c1ccncc1 (centres undefined)
    18%	14%	-7%	2	0%	0%	0%	-17%	·	·
Cc1ccc(S(=O)(=O)N2[C@@H](c3ccc(Cl)c(Cl)c3)C(C(=O)O)=C[C@H]2CC2CCCC2)cc1
    2%	·	5%	3	·	-2%	·	17%	·	14%
CCc1cc2c(COC(=O)CCNS(=O)(=O)c3cccc(C(F)(F)F)c3)cc(=O)oc2cc1O
    -6%	·	0%	7	·	-2%	0%	-2%	·	·
COc1ccc(C(=O)C=CNNC(=O)c2ccc(Cl)cc2)cc1
    -9%	18%	1%	-18	10%	-4%	2%	17%	?	-20%
CC(C)CC(C(=O)NC1CCCC1)N(Cc1ccc2c(c1)OCO2)C(=O)c1snc(C(N)=O)c1N (centres undefined)
    0%	-2%	-1%	-5	11%	0%	18%	-12%	-1%	8%
COc1cc(S(=O)(=O)Nc2cc(C)cc(C)c2)ccc1F
    4%	-4%	1%[46.1 µM]	19	?	-5%	9%	9%	6%	10%
COc1ccccc1CC(NC(C)=O)C(=O)NC1CCN(S(=O)(=O)c2ccc(NC(C)=O)cc2)CC1 (centres undefined)
    -7%	11%	2%	-3	1%	1%	1%	15%	·	6%
O=[N+]([O-])c1ccc(NC(=S)N2CCCC2)cc1
    0%	10%	·	23	?	0%	-1%	0%	3%	-1%
CC1(C)Cc2nc3sc4c(SCC(=O)NCc5ccccc5)ncnc4c3cc2CO1
    -6%	1%	-11%	-6	-1%	-6%	2%	-7%	-4%	2%
CN1CCN(CC(=O)NN(Cc2ccccc2)c2ccccc2)CC1
    8%	-5%	3%	-1	-5%	-1%	9%	-4%	·	2%
C=CCn1c(SCC(=O)c2c(N)n(C)c(=O)n(C)c2=O)nc2sc(CC)cc2c1=O
    -4%	2%	-6%	-3	5%	-2%	0%	0%	1%	-1%
Cc1ccc(S(=O)(=O)N(C(=O)c2ccncc2)c2ccc3oc4c(c3c2)CCCC4)cc1[N+](=O)[O-]
    3%	4%	0%[46.1 µM]	14	1%	-1%	18µM*	-8%	17%	4%
CCOC(=O)C1=C(C)N=C2SC(C(=O)OC)=CC(=O)N2C1c1ccc(F)cc1 (centres undefined)
    -2%	11%	0%	-2	5%	-4%	-1%	-25%	11%	-24%
Nc1cc(-c2ccc(Br)cc2)nc2cc(-c3ccccc3)nn12
    9%	12%	-6%	-3	17%	0%	3%	1%	?	111%[activator]
Cc1cnc(C(=O)OCC(=O)N2CCC(C)CC2)cn1
    ?	·	0%	·	·	0%	·	7%	·	2%
Cc1cccc(N2CCN(C(=O)c3nn(C)c4c3CS(=O)(=O)c3ccccc3-4)CC2C)c1 (centres undefined)
    -10%	6%	-1%	-10	8%	-13%	11%	-34%	-18%	-1%
CC1Cc2ccccc2N1Cc1cc(=O)c(OCC(=O)Nc2ccccc2)co1 (centres undefined)
    -12%	·	-5%	-23	·	-1%	7%	20%	·	·
O=C(O)Cc1csc(-c2cccc(F)c2)n1
    5%	-2%	·	6	9%	-7%	-6%	16%	-7%	6%
CN(CCC#N)C(=O)c1ccc(CNS(=O)(=O)c2ccc(F)cc2)cc1
    -5%	-4%	-3%	-6	5%	-4%	0%	10%	-8%	3%
COc1cc(/C=C/C(=O)OCC(=O)NC2CCS(=O)(=O)C2)ccc1OC(F)F (centres undefined)
    -5%	·	·	-6	·	-1%	-2%	-36%	·	-2%
COc1cccc2cc(C(=O)N3CCN(C/C=C/c4ccccc4)CC3)c(=O)oc12
    ·	-8%	2%	17	14%	-2%	3%	-20%	-10%	1%

Continuation:
Screens in order: AT treatment	CXXC DNA block	TCR act	TSHR antag	MBNL1-CUG inh	TSG101-PTAP inh	Mito fusion act	Integrin act MD	Menin-MLL TR inh	ASM inhibitor
CCC(=O)NC(C)C(c1cccs1)N1CCOCC1 (centres undefined)
    ·	·	-1%	·	·	0%	·	-17%[7.66 µM]	·	10%
Cc1cc(C)n2nnnc2n1
    3%	-4%	-3%	7	2%	0%	1%	7%	·	10%
O=C(CN1C(=O)C2CCCCC2C1=O)N1CCN(c2ccccc2)CC1 (centres undefined)
    3%	7%	6%	-4	-6%	2%	0%	10%	-6%	1%
O=C(O)CCCN=C1CCCc2ccccc2N1
    2%	11%	-7%	12	-4%	-6%	-1%	8%	1%	5%
Cc1cc(OCCCC(=O)NCCc2ccccn2)ccc1Cl
    11%	5%	6%	-6	2%	0%	-5%	-2%	-15%	3%
O=S(=O)(Cc1ccccc1)N1CCCC1
    2%	-4%	6%	-7	-7%	-10%	2%	-7%[7.66 µM]	10%	3%
CCc1ccc(-n2c(=O)c3ccccc3n(CC(=O)C(C)(C)C)c2=O)cc1
    -1%	3%	-6%	-3	5%	-2%	-4%	1%	-25%	0%
Nc1nc(C2CC2)c(Sc2sc(N)nc2C2CC2)s1
    1%	17%	8%	0	-7%	-3%	1%	-7%	26%	-6%
O=C(CCNS(=O)(=O)c1ccc(Br)s1)NCc1ccccc1
    5%	-1%	0%	11	-8%	-2%	?	29%	0%	4%
C=C1CCc2c([nH]c3ccc(OCC(C)C)cc23)C1=O
    6%	8%	-3%	-14	9%	-1%	17%	-64%[inhibitor]	?	2%
CC(C)(CO)Cc1cc(C(C)(C)C)c(O)c(C(C)(C)C)c1
    ?	3%	7%	-10&-12	·	?	?	·	?	-26%
COc1ccc(NC(=S)N2CCN(c3ccccc3)CC2)c(OC)c1
    -4%	-4%	-5%	2	-5%	2%	-16%	3%	5%	-2%
Cc1ccc(C(=O)NNC(=O)Cc2cccs2)cc1
    0%	2%	-5%[46.1 µM]	-5	-2%	-2%	-5%	15%	2%	5%
O=[N+]([O-])c1ncccc1Oc1nc(-c2cccnc2)nc2ccccc12
    8%	12%	7%	-9	13%	-1%	14%	-2%	-11%	5%
CCC/C(O)=C1\C(=O)CCCC1=NCCc1c(C)[nH]c2ccccc12
    3%	7%	2%	3	-2%	-6%	-1%	?	·	1%
Clc1cc2c(c(Cn3cnc4ccccc43)c1)OCOC2
    4%	1%	0%[46.1 µM]	-16	4%	-2%	9%	-18%	-3%	-1%
CCCCNC(=O)O[C@H]1C[C@@H]2CCN3C(=O)CCC[C@H]([C@H]1CC)[C@H]23
    4%	2%	0%	16	-5%	-3%	1%	15%	-8%	4%
CC1(C(=O)OCC(=O)N2c3ccccc3Sc3ccccc32)CC1(Cl)Cl (centres undefined)
    2%	1%	2%[46.1 µM]	-6	3%	0%	24%	-6%	-4%	-10%
COCCCNC(=O)CC1C[C@H](C(=O)N2CCCCC2)[C@@]2(C)c3[nH]c4ccccc4c3CCN2C1=O (some centres undefined)
    13%	·	0%	-7	·	1%	·	-7%	·	5%
